# Screening data as filed in PubChem.
# Scp1 inh: blocks human Scp-1 phosphatase activity. Recombinant Scp1, phosphopeptide, malachite green phosphate absorbance. inhibition, % at 20 µM. 340,000 tested, 0.88% active;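 active = inhibition above about 50% at 20 µM, limit read from the data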;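 note: plate controls were DMSO wells with enzyme for no effect and wells lacking enzyme for full effect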
# Target sequence (Q9GZU7 76-261 limits assumed): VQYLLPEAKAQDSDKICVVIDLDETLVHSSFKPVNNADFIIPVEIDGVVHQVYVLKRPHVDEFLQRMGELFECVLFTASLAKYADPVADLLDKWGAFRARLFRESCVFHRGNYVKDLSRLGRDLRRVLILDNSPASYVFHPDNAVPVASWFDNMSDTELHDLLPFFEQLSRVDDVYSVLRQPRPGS
#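 Test system – truncated SCP-1 phosphatase (76-261aa) · Reagent – Phosphorylated 17-residue peptide substrate · Incubation – 45 min room-temperature reaction, 5 min colour, 30 min stabiliser · Detection – colorimetric phosphate reagent with accelerator and stabiliser, absorbance at 630 nm · Measure – % inhibition at 20 µM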
# MT1-MMP act inh: inhibitors of human MT1-MMP activation; HT1080 RFP-PRO-GFP cells, GFP/RFP ratio fluorescence, overnight; percent of plate control window, DMSO zero; GFP/RFP ratio change, % at 20 µM; 360,000 tested, 0.061% active;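 active = GFP/RFP ratio change of at least 30% with cell ATP level not reduced by more than half and red fluorescence within 50% of control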; note: strong numbers were not always called active
#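 Assay system – RFP-PRO-GFP reporter HT1080 cells · Compound dosing – single dose of 20 µM compound, 1% DMSO final · Incubation – overnight compound exposure at 37 °C · Measure – GFP/RFP fluorescence ratio · Benchmarks – DMSO wells and RFP-L50D-GFP cells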
# Rpn11 inh: inhibitors of human proteasome Rpn11; O00487; human 26S proteasome, Ub4-pepOG fluorescence polarization; 20S core pre-blocked with epoxomicin; calls only at 20 µM; 360,000 tested, 0.59% active; AID 588493;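 active = inhibition at 20 µM, scaled to each plate's controls, above about 33%, limit read from the data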
# Target sequence (O00487 whole entry, looked up): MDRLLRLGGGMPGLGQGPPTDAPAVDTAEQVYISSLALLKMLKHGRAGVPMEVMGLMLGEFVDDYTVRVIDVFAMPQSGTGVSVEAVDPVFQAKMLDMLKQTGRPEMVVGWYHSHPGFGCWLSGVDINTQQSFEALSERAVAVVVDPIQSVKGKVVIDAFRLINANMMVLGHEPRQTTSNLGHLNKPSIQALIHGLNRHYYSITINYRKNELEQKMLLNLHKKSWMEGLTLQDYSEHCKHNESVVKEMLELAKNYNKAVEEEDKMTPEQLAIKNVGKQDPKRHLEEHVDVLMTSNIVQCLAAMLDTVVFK
# SUMO1 PPI mod: modulators of human SUMO1-mediated protein-protein interactions; P63165; SUMO1 binding to a labelled peptide, TR-FRET, 1 h; inhibition, % at 20 µM; 360,000 tested, 0.33% active; AID 602429; in the data active = inhibition above about 37%
# Target sequence (P63165 whole entry, looked up): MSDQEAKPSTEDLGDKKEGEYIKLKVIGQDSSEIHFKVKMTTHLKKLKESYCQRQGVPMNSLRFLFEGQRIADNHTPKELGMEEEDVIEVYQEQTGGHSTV
# SKN-1 inh: blocks SKN-1 activity in C. elegans. 360,000 tested, 0.49% active. C. elegans VP596 Pgst-4::GFP/RFP ratio, acrylamide-induced, 24 h. inhibition, % at 21.8 µM. AID 624304;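 active = interference check ratio from 0.5 to 1.5 plus GFP to RFP signal ratio inhibition reaching or exceeding a fixed threshold, cut at about 30% in these data, passing the limit was not always enough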; note: some compounds called inactive have numbers as strong as hits
# STEP inh: blocks human striatal-enriched tyrosine phosphatase; P54829; recombinant STEP, OMFP fluorogenic substrate, fluorescence; inhibition, % at 20 µM; 360,000 tested, 0.25% active; AID 588621;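 active = inhibition at 20 µM, scaled per plate between control wells, above about 37%, limit read from the data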;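 note: 0% = DMSO with enzyme and substrate and 100% = substrate only without enzyme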
#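 Material: STEP (striatal-enriched tyrosine phosphatase) enzyme, cell-free; Compound dosing: 20 µM single dose in 1% DMSO; Technique: fluorescence read at 480 nm ex / 540 nm em; Times: reaction 20 min, ambient temperature; Medium: 50 mM Bis-Tris pH 6.0 with 2.5 mM DTT and 0.005% Tween 20; Also added: OMFP at 25 µM.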
# CendR NRP1 mod: alters CendR peptide binding to human NRP-1. AID 602438. inhibition, % at 25 µM. 360,000 tested, 0.85% active. FAM-RPARPAR peptide binding to NRP-1, fluorescence polarization;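 active = inhibition or corrected inhibition above about 18%, plus a signal ratio from 0.5 to 1.5, limit read from the data, passing the limit was not always enough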; note: strong numbers were not always called active
# DNMT1 inh: blocks human DNA methyltransferase DNMT1; P26358; DNMT1 molecular beacon, Hinp1I cleavage, fluorescence; inhibition (reported as % activation of signal), % at 10 µM; 360,000 tested, 0.83% active; in the data active = inhibition above about 50%
# LMPTP block: blocks human LMPTP phosphatase; P24666; inhibition, % at 20 µM; 360,000 tested, 0.22% active; recombinant LMPTP-A, OMFP fluorogenic substrate, fluorescence intensity; AID 651560;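 active = compounds that cut the enzyme signal by at least half of the control window in the single-dose screen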;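 note: plate controls were DMSO wells with enzyme plus substrate for no effect and substrate without enzyme for full effect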
# Target sequence (P24666 whole entry, looked up): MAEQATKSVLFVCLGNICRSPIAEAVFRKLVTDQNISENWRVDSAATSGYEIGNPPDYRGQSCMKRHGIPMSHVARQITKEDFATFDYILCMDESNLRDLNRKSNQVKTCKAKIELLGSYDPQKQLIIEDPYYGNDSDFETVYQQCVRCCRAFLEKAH
#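 Test system: LMPTP-A phosphatase enzyme; input: 0.625 nM LMPTP-A final; reagent: OMFP substrate, 400 µM final; compound dosing: 20 µM single dose, 3% DMSO; incubation: 50 min dark incubation at room temperature; measured by: endpoint fluorescence intensity from OMFP dephosphorylation; measure: % inhibition relative to no-enzyme and uninhibited control wells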
# NadD inh: blocks S. aureus nicotinate mononucleotide adenylyltransferase | purified NadD enzyme, colorimetric absorbance read-out | inhibition, % at 20 µM | 360,000 tested, 0.78% active | AID 602399; in the data active = inhibition above about 26%; note: some compounds past the cut are filed as inactive
# * = called active by the depositor; i = inactive; . = not tested or not shown; & = joins results of further samples.
SMILES,Scp1 inh,MT1-MMP act inh,Rpn11 inh,SUMO1 PPI mod,SKN-1 inh,STEP inh,CendR NRP1 mod,DNMT1 inh,LMPTP block,NadD inh
Cn1c(=O)c(C(=O)c2ccccc2)nc2ccccc21,-11,-3,i,-17,2,-4,-2,-1,0.6,-3
CN1CCN(CC(=O)Nc2ccccc2[N+](=O)[O-])CC1,-10,1,i,-7,2,0,-10,2,0.4,0
COc1ccc(CCNC(=O)CCn2c(SCC(=O)N3CCCC3)nc3ccccc3c2=O)cc1OC,-2,2,i,1,16,-2,-5,1,-1.6,-7
CC(C)CNC(=O)COc1ccc(Sc2ccc(OCC(=O)NCC(C)C)cc2)cc1,-6,-5,i,-2,2,2,10,1,-2.0,0
CC1(c2ccccc2)CC(C)(C)N2C(=O)Cc3cccc1c32 (stereo not given),-6,1,i,6,4,1,-8,0,0.3,-6
CCOC(=O)[C@H]1[C@H]2COc3ccc(Br)cc3[C@@H]2N2C(=O)CN(Cc3ccc(C)cc3)C(=O)[C@@]12C,-14,-3,i,-3,7,2,-10,2,0.7,-4
CCOc1ccc(CCNC(=O)C2CCN(c3nn4c(=O)cc(C)nc4s3)CC2)cc1OCC,-4,18,i,2,-11,-2,-10,-3,-0.8,6
O=C1OC(Cc2ccccc2)C(c2ccccc2)C1=O (stereo not given),-8,4,i,-4,15,1,24*,0,0.5,-2
OC(c1nc2ccccc2[nH]1)C(O)c1nc2ccccc2[nH]1 (stereo not given),-7,1,i,0,2,1,-4,0,1.4,-2
CC1Oc2ccccc2N(CC(=O)NCCCN2CCOCC2)C1=O (stereo not given),-5,-2,i,-1,1,1,3,5,-0.1,-1
CC12CCC(C(=O)O)(C/C1=N\O)C2(C)C (stereo not given),-7&-3,1&-2,i,4&-2,28&-15,-7&-3,2&4,1&-3,-0.4&-0.8,3&-1
Cc1ccc(C(=O)C(C)OC(=O)c2cc(=O)[nH]c3ccccc23)cc1 (stereo not given),-4,-2,i,-15,23,0,14,0,2.5,0
Cc1ccc(C(=O)Nc2c[nH]c(=O)[nH]c2=O)cc1,-7,-1,i,7,2,-3,7,-3,0.2,3
O=C(O)c1cc(O)c2c(c1)[C@H]([C@H]1c3cc(C(=O)O)cc(O)c3C(=O)c3c(O[C@@H]4O[C@H](CO)[C@@H](O)[C@H](O)[C@H]4O)cccc31)c1cccc(OC3O[C@H](CO)[C@@H](O)[C@H](O)[C@H]3O)c1C2=O (stereo not given in full),92*,9,i,116*,4,98*,-14,97*,94*,68*
COc1ccc(NC(=O)c2cc(-c3cccs3)on2)cc1OC,0,6,i,-2,-3,-3,5,-6,0.9,-2
O=C1CC2c3ccccc3C1C1C(=O)N(Cc3ccccc3)C(=O)C21 (stereo not given),0,4,i,-2,6,-4,1,2,-3.7,-7
c1ccc2c(-n3cnnn3)cccc2c1,2,3,i,-5,-10,-1,-9,-1,-0.5,1
Cc1ncc(CO)c(CNc2ccc(-c3nc4ccccc4[nH]3)cc2)c1O,-10,-2,i,-9,12,0,5,0,32,-10
Cc1cccc(OCC(=O)Oc2ccc(Cl)cc2)c1,-14,0,i,6,11,2,4,0,0.7,6
COC(=O)N/N=C(\C)c1ccc(-n2ccnc2)cc1,-10,0,i,-3,6,-1,7,2,-0.3,-4
S=c1[nH]nc(C2CCCCC2)n1/N=C/C=C/c1ccccc1,-18,-5,i,4,3,0,7,7,-0.3,14
Cc1ccc(S(=O)(=O)N(Cc2ccccc2)c2ccccn2)cc1[N+](=O)[O-],0,-7,i,-8,-8,0,4,2,-0.3,-5
CCn1c(COc2ccc3c(c2)OCO3)nnc1SCC(=O)c1ccccc1,0,-1,i,2,-25,4,8,1,-2.8,-7
COc1ccc(CC(=O)NCc2nnc(SCCOc3ccccc3)n2C)cc1,-5,6,i,0,-4,0,-6,3,-0.4,-6
CC[C@@H](CCC=C(C)C)C(=O)N(Cc1ccccc1)c1ccccc1,-11,-2,i,2,-16,1,-3,11,1.5,5
COc1cc(OC)c(C(=O)Nc2ccc(C(=O)c3ccccc3)cc2)cc1OC,-8,2,i,13,2,2,-3,-8,2.0,-10
C=CCNC(=O)c1cccn1-c1ccsc1C(=O)OC,-6,-2,i,2,7,4,-7,0,-1.2,0
Cc1cccc(N(C(=O)CCC(=O)Nc2cc(C)on2)C(C(=O)NC2CCCC2)c2ccccc2)c1 (stereo not given),-10,-4,i,4,3,0,11,1,-0.1,-6
O=[N+]([O-])c1cccnc1N1CCN(c2ccc(F)cc2)CC1,-3,3,i,-25,6,0,-1,0,-0.8,-5
Cc1c(NC(=O)c2ccc(S(=O)(=O)N3CC(C)OC(C)C3)cc2)c(=O)n(-c2ccccc2)n1C (stereo not given),-4,-5,i,1,13,-4,12,5,-0.4,1
CCOC(=O)c1ccc(NC(=S)NCCC2=CCCCC2)cc1,-13,4,i,4,10,-1,-3,7,1.7,-6
COc1ccc(Cn2c(=O)[nH]c3cc(C(=O)NCCCN4CCCCC4)ccc3c2=O)cc1,-6,2,i,1,8,0,0,1,-2.0,-7
O=C(Nc1ccccc1)c1cc2ccccc2o1,-10,-3,i,3,-3,-1,3,3,-1.0,-4
COCCNC(=S)c1ccc(Br)cc1,0,-1,i,0,7,26,-4,-3,0.1,1
Cc1cc(CSc2ccccc2)ccc1NC(=O)c1ccc(CN2CCOCC2)cc1,-8,-5,i,1,3,1,-7,-1,0.7,-10
Cc1cc(C(=O)N/N=C/c2cc(Br)cc(Br)c2OC(=O)c2cccc(F)c2)n[nH]1,87*,-14,i,7,8,1,20*,35,65*,32*
CCc1nnc(NC(=O)CSc2nccn2-c2cc(C)cc(C)c2)s1,13,-5,i,4,-14,-4,-6,7,-1.2,-1
COc1ccc(C(=O)N2CC3(C)C4CCC3(C)C2(C#N)C4)cc1OC (stereo not given),-12,4,i,1,-8,-1,-3,0,-1.4,-1
CS(=O)(=O)N(Cc1ccc(Cl)cc1)c1ccc(C(=O)NCCSCc2ccco2)cc1,-20,-4,i,2,-6,2,-16,-11,1.8,-12
COC(=O)c1ccc(C2C(C#N)=C(N)Oc3cc(O)ccc32)cc1 (stereo not given),-3,-24,i,-9,2,0,-9,-4,-0.2,-2
Cc1ccc(NC(=S)Nc2c(C)n(C)n(-c3ccccc3)c2=O)cc1Cl,-9,-2,i,-9,-1,1,-4,3,-2.2,-3
O=C(O)C1CCCCC1C(=O)Nc1cccc(C(=O)N2CCCCC2)c1 (stereo not given),-3,-3,i,-4,0,-1,-3,15,-1.3,-2
Cc1ccn2c(=O)nc(SCC(=O)Nc3cc(C)on3)nc2c1,9,4,i,5,-1,0,3,0,-0.2,-2
Cc1ccc(S(=O)(=O)Nc2ccc3oc(=O)sc3c2)c(C)c1,-11,1,i,4,-11,-2,-1,-6,0.1,-8
COc1ccc(C(=O)NC(=S)Nc2ccc3[nH]c(=O)[nH]c3c2)cc1,-4,1,i,9,7,2,10,0,-0.4,-1
CCCNC(=O)C1(C)CCCN(Cc2ccc(C(F)(F)F)cc2)C1 (stereo not given),.,2,i,-1,15,2,1,6,2.7,-5
Cc1ccc(NC(=O)CN2CCCN(S(=O)(=O)c3ccc(Br)s3)CC2)cc1,-4,4,i,-1,2,-2,2,-5,-0.2,-1
N#Cc1ccc(N2CCOCC2)nc1,-4,4,i,-5,8,-2,4,0,-1.4,-1
CCOc1cc(/C=C2/NC(=O)NC2=O)cc(Br)c1OCc1ccc(C(=O)O)cc1,73*,6,i,2,-8,96*,-85,-2,56*,7
CCOc1ccc(N/C(SCc2cccc([N+](=O)[O-])c2)=C(/C#N)C(N)=O)cc1,-3,-5,i,-20,-2,-1,6,-2,0.7,-4

# Quoted at random: 5 compounds from above.
SMILES,Scp1 inh,MT1-MMP act inh,Rpn11 inh,SUMO1 PPI mod,SKN-1 inh,STEP inh,CendR NRP1 mod,DNMT1 inh,LMPTP block,NadD inh
CCCNC(=O)C1(C)CCCN(Cc2ccc(C(F)(F)F)cc2)C1 (stereo not given),.,2,i,-1,15,2,1,6,2.7,-5
Cc1ccc(S(=O)(=O)Nc2ccc3oc(=O)sc3c2)c(C)c1,-11,1,i,4,-11,-2,-1,-6,0.1,-8
O=C(O)C1CCCCC1C(=O)Nc1cccc(C(=O)N2CCCCC2)c1 (stereo not given),-3,-3,i,-4,0,-1,-3,15,-1.3,-2
CCOc1cc(/C=C2/NC(=O)NC2=O)cc(Br)c1OCc1ccc(C(=O)O)cc1,73*,6,i,2,-8,96*,-85,-2,56*,7
CCOc1ccc(N/C(SCc2cccc([N+](=O)[O-])c2)=C(/C#N)C(N)=O)cc1,-3,-5,i,-20,-2,-1,6,-2,0.7,-4

# More results follow:
SMILES,Scp1 inh,MT1-MMP act inh,Rpn11 inh,SUMO1 PPI mod,SKN-1 inh,STEP inh,CendR NRP1 mod,DNMT1 inh,LMPTP block,NadD inh
COc1ccc(Nc2nc3ccccc3n3cnnc23)cc1,-4,1,i,-9,12,-6,2,-1,0.4,1
S=C(NC1CCCCC1)N1CCN(c2ccccn2)CC1,5,2,i,2,-3,-4,-5,20,-0.7,-3
COc1cc(/C=N/O)c(Br)cc1OCC(=O)Nc1ccccc1C,-9,2,i,0,-1,1,-1,0,-2.3,0
CCCS(=O)(=O)N1CCCC(C(=O)Oc2ccc(Cl)cc2)C1 (stereo not given),-12,2,i,1,0,2,-3,0,-2.1,-3
CC1=C(C(=O)OCc2ccccc2)C(c2ccccc2Cl)NC(=O)N1CCCC(=O)O (stereo not given),-12,3,i,0,2,2,5,0,-1.5,4
c1ccc2c(Nc3nc(-c4ccncc4)nc4ccccc34)cccc2c1,-2,-3,i,5,6,-2,-12,-10,1.6,-3
Cc1ccc(C2=C/C(=C/c3cccnc3)C(=O)O2)c(C)c1,2,1,i,-7,10,4,-3,-5,0.8,8
O=C1c2ccccc2NC(c2ccc(-c3ccccc3F)o2)N1O (stereo not given),-14,3,i,0,9,-2,-10,7,1.8,3
Cc1ccsc1C(=O)OCc1nnc(-c2ccccc2)o1,-5,6,i,1,17,0,9,-1,-0.2,-3
COc1ccc(N2C(=O)c3ccccc3NC23CCC(C)CC3)cc1 (stereo not given),9,3,i,-3,7,10,-6,-3,-0.2,-3
CC1(C)NC(=O)N(CCOCCOc2ccc3ccccc3c2Br)C1=O,-5,1,i,-6,-4,-1,2,-12,1.1,-1
Cc1nc(C(F)(F)F)nc(Nc2ccc(Br)cc2)c1C#N,-4,-2,i,-1,20,2,6,0,-0.7,1
NC1=NC(c2cccc(Cl)c2)N(CCc2ccc(F)cc2)C(N)=N1 (stereo not given),0,1,i,-4,4,2,6,-1,0.4,-10
